# HIF activator: HIF pathway transcriptional activation. U2OS HRE-luciferase reporter, luminescence; normalized: DMSO 0%, desferrioxamine 100%. activation, % at 7.5 µM (by protocol). 300,000 tested, 0.32% active;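 active means mean activation of at least 10% of the iron chelator positive control signal, with at least half of replicates also reaching 10%; inconclusive means mean and replicate majority disagree about reaching 10%; inactive means mean and most replicates under 10%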
# HDAC3 inh: inhibitors of human histone deacetylase 3 | O15379 | recombinant HDAC3, fluorogenic peptide/trypsin coupled, fluorescence | inhibition, % at 8.3 µM | 320,000 tested, 0.15% active | AID 2718; in the data active means inhibition above about 26%, passing the limit was not always enough; inconclusive means no clear call, values can overlap the other calls
# Target sequence (O15379 whole entry, looked up): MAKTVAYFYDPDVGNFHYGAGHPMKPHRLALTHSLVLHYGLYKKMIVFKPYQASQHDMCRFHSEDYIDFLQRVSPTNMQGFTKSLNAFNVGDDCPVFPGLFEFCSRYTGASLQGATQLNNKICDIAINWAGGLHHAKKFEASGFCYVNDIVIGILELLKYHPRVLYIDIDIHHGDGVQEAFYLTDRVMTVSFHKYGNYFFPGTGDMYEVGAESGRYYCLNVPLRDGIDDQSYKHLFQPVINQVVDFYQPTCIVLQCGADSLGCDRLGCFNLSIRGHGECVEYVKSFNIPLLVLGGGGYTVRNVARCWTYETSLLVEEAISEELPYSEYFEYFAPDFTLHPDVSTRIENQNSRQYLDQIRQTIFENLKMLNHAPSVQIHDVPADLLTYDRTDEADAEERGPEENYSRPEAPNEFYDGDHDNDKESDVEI
# HSP90 refold inh: inhibitors of HSP90 luciferase refolding in rabbit reticulocyte lysate; luciferase refolding luminescence, 3 h; inhibition, % at 5.6 µM; 290,000 tested, 0.91% active;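 active means inhibition above the screen-wide mean plus 3 SD, computed separately per campaign, cut at about 16% in these data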;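 further: 0% = DMSO wells and 100% = 60 µM geldanamycin wells; inhibitors lower the luminescence because luciferase stays unfolded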
# AI-2 QS modul: modulators of Vibrio harveyi AI-2 quorum sensing system | Vibrio harveyi JMH597 AI-2 luminescence/OD600 ratio, 9 h; hits give low values; strain lacks LuxN and CqsS sensors; 0 = neutral-control median | activity change, % at 7.5 µM | 300,000 tested, 0.4% active; in the data active means activity change below about -75%, passing the limit was not always enough; inconclusive means no clear call, values can overlap the other calls;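 further: luminescence divided by OD600 gain over 9 h not by final OD600 alone; inactives centre near 13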
# Platelet DG rel: modulates dense granule release in human platelets; human platelet-rich plasma, SFLLRN dense granule ATP release, luminescence; inhibition, %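 (compounds screened at 7.5 µM in platelet-rich plasma)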; 300,000 tested, 0.22% active;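 active means mean replicate score, as percent of positive control, at or above 50; inconclusive means mean below 50 but at least one replicate at or above 50; inactive means mean and every replicate below 50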
# IEC-6 tox: IEC-6 cytotoxicity, counter-screen for KLF5 inhibitors; inhibition, % at 5 µM; 290,000 tested, 0.78% active; luminescence viability; in the data active means inhibition above about 22%;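 further: 0% = plate median of test compound wells and 100% = cytotoxic reference compound wells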
# KLF5 inh: kruppel-like factor 5 inhibition; DLD-1 KLF5 promoter-luciferase reporter, luminescence; inhibition, % at 5 µM; 290,000 tested, 0.23% active;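 active means inhibition above a per-plate limit of that plate's mean compound inhibition plus 3 SD, cut at about 60% in these data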;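 further: 0% = DMSO wells and 100% = LY294002 at 200 µM; higher means less KLF5 promoter-driven luciferase light; inactives centre near -14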
# HSF1 inhib: HSF1 inhibition; 300,000 tested, 0.77% active; activity change, negative = inhibition, % at 7.5 µM (by protocol); NIH3T3-HGL HSE-luciferase, MG132-induced, luminescence 8 h; hits give low values;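 active means more than half of replicate wells show activity change below -50%, luminescence cut by over half; inconclusive means some wells, but at most half, below -50%; inactive means no replicate well below -50%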;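 further: luciferase reports HSF-1 transcriptional activity via heat shock element; 0% = median of DMSO wells and -100% = zero luminescence signal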
# HSF-1 act: increases HSF-1 driven luciferase reporter signal; activation, % at 9 µM; NIH3T3-HGL HSF-1 luciferase reporter, MG132, 8 h; 100% = twice DMSO control signal; 300,000 tested, 1.7% active; AID 504408;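 active means mean replicate activation of at least 50% with a set share of replicates each reaching 50%; inconclusive means only one of those two conditions met; inactive means mean below 50% and too few replicates reaching it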;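 further: 0% = median of the neutral control wells and 100% = twice that signal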
# aSyn UTR inh: 5' untranslated region of α-synuclein, MLPCN primary screen | alpha-synuclein 5'UTR reporter, inhibitor activity | inhibition, % (tested at 7.5 µM) | AID 1813 | 300,000 tested, 0.82% active; in the data active means inhibition above about 60%; inconclusive means no clear call, values can overlap the other calls;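 further: H4 neuroglioblastoma cells stably carrying SNCA 5'UTR luciferase fusion; 0% = DMSO wells and 100% = positive control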
# * = called active by the depositor; ? = inconclusive; · = no result given.
SMILES,HIF activator,HDAC3 inh,HSP90 refold inh,AI-2 QS modul,Platelet DG rel,IEC-6 tox,KLF5 inh,HSF1 inhib,HSF-1 act,aSyn UTR inh
CN1C(=O)Cc2cc(S(=O)(=O)Nc3ccc(Cl)cc3)ccc21,1.1,-14,-1,44,-2,0,-13,3,9,17
O=C1C(Cl)=C(N2CCOCC2)C(=O)N1c1ccccc1Cl,0.0,1,-1,56,3,-2,-3,-3,0,7
COCCNC(=S)N1CCc2cc(OC)c(OC)cc2C1COc1cc(C)cc(C)c1 (stereo not drawn),0.3,4,5,10,10,-2,4,6,9,-11
COc1ccc(-c2nc(CS(=O)(=O)CC(=O)NCc3cccc(F)c3)c(C)o2)cc1,-0.2,3,3,22,3,-1,-7,4,-10,9
COCCNC(=O)Cn1nc(-c2ccccc2OC)ccc1=O,0.3,3,3,4,-9,2,-9,-4,-10,-62
CCCN(c1nc(C)cc(OC)n1)S(=O)(=O)c1ccccc1,·,1,0,16,-9,4,15,2,0,4
Cc1cc(C)c2sc(NNC(=O)c3ccc(S(=O)(=O)N4CCc5ccccc5C4)cc3)nc2c1,159*,7,-1,37,6,1,34,-20,-21,77*
O=C(O)c1ccc(S(=O)(=O)c2ccc3c(c2)C(=O)N(Cc2ccco2)C3=O)cc1,-0.3,-1,-1,10,-3,0,-6,-4,-5,28
CCOC(=O)C1C(c2cccc(F)c2)NC(=S)NC1(O)C(F)(F)F (stereo not drawn),0.6,·,-4,5,-2,-1,-12,-3,-17,-10
COCc1cc(C)nc2sc(C(=O)OC(C)C)c(N)c12,0.6,-1,-1,6,-19,0,-13,9,45,-31
O=S(=O)(Nc1ncccn1)c1ccccc1,-0.4,-2,0,23,-13,-8,-50,-3,-1,1
CC1CN(CCOc2ccc(Cl)cc2Cl)CC(C)O1 (stereo not drawn),0.8,5,-4,11,6,-3,-12,5,-3,5
CC(=O)n1cc(/C=N/NC(=O)c2ccccc2O)c2ccccc21,1.7,3,-2,13,-2,0,-132,-1,9,-57
O=C(NCc1ccccn1)c1ccc(Cl)c(NC2=NC3CS(=O)(=O)CC3S2)c1 (stereo not drawn),0.0,-1,-3,-9,4,-6,-59,2,0,9
COc1ccc(N2C(=O)CCC2(C#N)c2ccc(Br)cc2)cc1 (stereo not drawn),-0.4,4,1,12,-8,-3,-21,-2,7,5
COCC(=O)Nc1cc(C(=O)Nc2cccc(C)c2C)ccc1Cl,·,·,1,22,-8,9,-11,2,9,-36
COc1cccc(OC)c1NC(=O)C1CCCN1C(=O)NCc1ccccc1 (stereo not drawn),-0.4,-3,-2,17,-1,-4,-10,0,11,14
O=C(CN1CCOCC1)Nc1ccc(OCc2ccccc2)cc1,0.8,5,-1,15,-7,-6,-43,4,-3,-19
COc1ccc(C(=O)Nc2nnc(SCC(=O)NC3CC3)s2)cc1,-2.6,-3,23*,39,6,5,-31,-4,-8,25
Cc1cc(C)nc(N(C#N)CN2C(=O)c3ccccc3S2(=O)=O)n1,-0.7,7,4,22,-5,2,-3,22,24,17

# Entries listed above that bear a hit mark in aSyn UTR inh:
Compound	HDAC3 inh	HSP90 refold inh	AI-2 QS modul	Platelet DG rel	KLF5 inh	HSF1 inhib	HSF-1 act	aSyn UTR inh
Cc1cc(C)c2sc(NNC(=O)c3ccc(S(=O)(=O)N4CCc5ccccc5C4)cc3)nc2c1	7	-1	37	6	34	-20	-21	77*

# (more compounds)
SMILES,HIF activator,HDAC3 inh,HSP90 refold inh,AI-2 QS modul,Platelet DG rel,IEC-6 tox,KLF5 inh,HSF1 inhib,HSF-1 act,aSyn UTR inh
COC(=O)CCc1sc(Nc2ccccc2)nc1-c1ccc(OC)cc1,-0.7,-9,-4,22,6,2,-105,13,6,-62
Cc1ccc(N2C(=O)C3C4C=CC(CC4)C3C2=O)cc1[N+](=O)[O-] (stereo not drawn),-0.3,-2,2,19,-1,3,-55,1,3,-5
Cc1ccc(-c2ccc(S(=O)(=O)N3CCCC3)cc2)cc1,0.1,5,-3,2,2,-2,-13,-2,-16,4
Cc1ccc(-c2[nH]ncc2/C=N/n2c(C)nc3ccccc3c2=O)cc1,-0.1,1,0,23,4,3,8,-52*,-60,-2
N/C(=N\OC(=O)C1CCCCC1)c1ccccn1,2.1,-12,3,7,9,-4,-160,8,17,-119
Cc1ccc(CNC(=O)C2CCCN(C(=O)Nc3ccc(F)cc3)C2)cc1 (stereo not drawn),0.3,-1,-5,15,5,-5,-19,8,-16,-15
Cc1cccc(N2C(=O)N(c3ccccc3C)C3CS(=O)(=O)CC32)c1 (stereo not drawn),-0.8,-7,-1,12,-1,7,-17,7,22,3
CCOc1ccc(/C(O)=C2/C(=O)C(=O)N(c3ccccn3)C2c2ccc(Cl)cc2)c(C)c1 (stereo not drawn),0.1,-1,-2,40,-1,-4,-43,7,28,-5
O=C(Nc1nnc(-c2ccco2)o1)c1ccc([N+](=O)[O-])s1,0.6,3,-2,80,-35,-5,-38,5,1,-71
CC(=O)C1C(c2cccc(F)c2)NC(=O)NC1(O)C(F)(F)F (stereo not drawn),-0.3,2,-3,9,5,-1,6,-5,-10,12

# Shown with values under each structure: entries from further up
# Values run as follows: HIF activator	HDAC3 inh	HSP90 refold inh	AI-2 QS modul	Platelet DG rel	IEC-6 tox	KLF5 inh	HSF1 inhib	HSF-1 act	aSyn UTR inh
- Cc1cccc(N2C(=O)N(c3ccccc3C)C3CS(=O)(=O)CC32)c1 (stereo not drawn)
    -0.8	-7	-1	12	-1	7	-17	7	22	3
- COC(=O)CCc1sc(Nc2ccccc2)nc1-c1ccc(OC)cc1
    -0.7	-9	-4	22	6	2	-105	13	6	-62
- CC(=O)C1C(c2cccc(F)c2)NC(=O)NC1(O)C(F)(F)F (stereo not drawn)
    -0.3	2	-3	9	5	-1	6	-5	-10	12
- Cc1ccc(N2C(=O)C3C4C=CC(CC4)C3C2=O)cc1[N+](=O)[O-] (stereo not drawn)
    -0.3	-2	2	19	-1	3	-55	1	3	-5

# (continued)
SMILES,HIF activator,HDAC3 inh,HSP90 refold inh,AI-2 QS modul,Platelet DG rel,IEC-6 tox,KLF5 inh,HSF1 inhib,HSF-1 act,aSyn UTR inh
CC1(C(=O)NC2CCCCCCC2)CCC(=O)N1Cc1ccco1 (stereo not drawn),-0.7,1,-3,3,8,-10,-13,-3,-3,13
CC(C)CNS(=O)(=O)c1ccc(CCC(=O)NCCC2=CCCCC2)cc1,-1.0,7,4,0,-10,0,12,7,-7,-14
COc1ccc2c(C=O)c[nH]c2c1,0.6,5,1,6,16,-1,-33,-13,-6,-17
O=C(O)C1C2C=CC(C2)C1C(=O)NCc1ccccc1 (stereo not drawn),1.0,0,·,12,5,·,·,-6,-13,-4
CCOC(=O)Nc1nnc(/C=C/c2ccc(OC)cc2)s1,-0.4,-6,3,8,31,4,0,0,21,-94
O=c1c(Cl)c(N2CCN(c3ccccc3)CC2)cnn1C12CC3CC(CC(C3)C1)C2,0.0,2,0,12,2,7,2,-2,-11,-14
Cc1nn(CCCC(=O)Nc2ccc(Br)cc2F)c(C)c1[N+](=O)[O-],0.7,6,0,11,25,0,4,-1,10,-4
O=S(=O)(O/N=C1\CCCc2ccccc21)c1ccccc1,0.0,-3,1,-9,11,-1,-6,-4,-13,-6
CC(C)(C)c1nc(CN2CCOCC2)cc(CN2CCOCC2)c1O,-0.3,?,6,22,-5,0,-18,-9,-3,7
C/C(=N\NC(=O)CC1(C)OCCO1)c1cccs1,-0.2,-8,4,10,-10,3,9,-15,-10,0
N#Cc1ccccc1CCN1C(=O)c2ccccc2C1=O,-13,-1,-6,5,0,4,-30,-2,12,-3
O=C(NC(=S)Nc1cccc2c(O)cccc12)c1ccco1,1.7,-2,10,28,1,-1,3,3,4,-60
Cc1ccc(S(=O)(=O)NCc2csc(C)n2)c(C)c1,0.1,2,3,14,9,-1,-14,-9,-4,-11
COCc1ccc(C(=O)N2CCCC(Nc3ccc4c(c3)OCCO4)C2)o1 (stereo not drawn),-0.4,0,2,10,-3,0,-21,-1,2,4
COc1ccc(CC(=O)NNc2ncnc3c2cnn3C)cc1OC,0.0,?,1,-2,-2,14,-7,-3,-11,-6
COc1cc(C2CC(=O)c3c(ccc4ccccc34)N2)ccc1O (stereo not drawn),-0.2,-2,3,17,7,2,13,2,-8,-34
CCc1nn2c(NCCCO)cc(C)nc2c1-c1ccc(F)cc1,-2.7,-5,2,15,0,-1,-19,-3,2,-33
O=C(Nc1ccccc1)c1ccc(CN2CCC(Cc3ccccc3)CC2)cc1,0.1,8,-1,0,1,0,9,-2,11,-35
Cc1cccc(C)c1OCC(O)Cn1nnc2ccccc21 (stereo not drawn),0.4,2,1,26,-14,3,-2,6,7,-20
O=C(O)c1ccc(Cl)c(S(=O)(=O)Nc2cccc(C(=O)Nc3cccc(C(F)(F)F)c3)c2)c1,-0.3,5,-1,3,24,-1,10,-7,-11,-6

# Among those listed so far, 5 have a furan ring, fused or not.
SMILES,HIF activator,HDAC3 inh,HSP90 refold inh,AI-2 QS modul,Platelet DG rel,IEC-6 tox,KLF5 inh,HSF1 inhib,HSF-1 act,aSyn UTR inh
O=C(O)c1ccc(S(=O)(=O)c2ccc3c(c2)C(=O)N(Cc2ccco2)C3=O)cc1,-0.3,-1,-1,10,-3,0,-6,-4,-5,28
O=C(Nc1nnc(-c2ccco2)o1)c1ccc([N+](=O)[O-])s1,0.6,3,-2,80,-35,-5,-38,5,1,-71
CC1(C(=O)NC2CCCCCCC2)CCC(=O)N1Cc1ccco1 (stereo not drawn),-0.7,1,-3,3,8,-10,-13,-3,-3,13
O=C(NC(=S)Nc1cccc2c(O)cccc12)c1ccco1,1.7,-2,10,28,1,-1,3,3,4,-60
COCc1ccc(C(=O)N2CCCC(Nc3ccc4c(c3)OCCO4)C2)o1 (stereo not drawn),-0.4,0,2,10,-3,0,-21,-1,2,4

# More structures.
SMILES,HIF activator,HDAC3 inh,HSP90 refold inh,AI-2 QS modul,Platelet DG rel,IEC-6 tox,KLF5 inh,HSF1 inhib,HSF-1 act,aSyn UTR inh
CCCC12CN(C(=O)c3ccc([N+](=O)[O-])cc3)CC(C)(CN(C(=O)c3ccc([N+](=O)[O-])cc3)C1)C2=O,1.0,0,0,30,-10,-3,-26,2,11,2
COc1ccccc1C1CC(=O)Nc2c1c(=O)n(C)c(=O)n2C (stereo not drawn),-0.3,3,0,33,-5,4,-19,-5,4,-8
Cc1cc2oc(=O)cc(CN3CCN(Cc4ccccc4)CC3)c2cc1C,-1.2,·,-1,12,-2,-2,12,-3,1,-10
C=CCN1C=C2C(=O)C(C)(OC(=O)C3CCCC3)C(=O)C=C2C=C1c1ccsc1 (stereo not drawn),-0.9,-1,·,17,2,·,·,-1,2,27
Cc1cc(=O)n2[nH]c(-c3ccc(F)cc3)cc2n1,0.8,-6,1,20,1,-10,-53,4,18,-64
CCCn1nnc(NC(=O)Cc2ccc(Cl)cc2)n1,0.2,5,-1,-30,2,0,-11,8,12,13
